FID counter = displaces DNA intercalator in HCV helicase counter-screen | inhibition, % at 7.9 µM | DNA fluorescent intercalator displacement, fluorescence | 290,000 compounds, 0.17% hits; in the data active means inhibition above about 37%;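 further: 0% = vehicle and 100% = reference compound; higher means more ethidium bromide displaced from hairpin DNA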
MEKK2wt PB1 HTS = raises or lowers MEK5 binding to wildtype human MEKK2 PB1 domain | AID 1531 | 290,000 compounds, 1.1% hits | Q9Y2U5 | bead flow cytometry, Alexa488-MEK5 binding to MEKK2 WT; actives lie on both sides | binding response (% of control), % at 10 µM; in the data active means binding response below about 67% or above about 130%
NS3 helicase inh = blocks Hepatitis C virus NS3 helicase unwinding. NS3 helicase DNA unwinding, Cy5 molecular beacon fluorescence. inhibition, % at 10.9 µM. 290,000 compounds, 0.56% hits;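 active means inhibition above the mean of all tested compounds plus 3 SD, set per campaign, cut at about 35% in these data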;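 further: 0% = DMSO wells and 100% = thioflavine S control wells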
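System: NS3 helicase fragment of HCV / Schedule: 1 h at 25 °C / Control set: DMSO alone as 0% and 110 µM thioflavine S as 100% / Reagent: Cy5/quencher beacon DNA duplex and ATP to start / Technique: Cy5 fluorescence / Replication: singlicate / Evaluation: % inhibition of end-to-start signal ratio versus controls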
VIM-2 inh = inhibitors of Pseudomonas aeruginosa VIM-2 metallo-beta-lactamase; purified VIM-2, nitrocefin hydrolysis, epi-absorbance fluorescence; inhibition, % at 5.6 µM; 290,000 compounds, 0.89% hits;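 active means inhibition above the mean of all tested compounds plus 3 SD, cutoff set per screening run, cut at about 7.5% in these data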;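 further: red hydrolysis product quenches plate fluorescence so inhibitors raise well fluorescence; 0% = enzyme with DMSO and 100% = DMSO without enzyme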
UBC9 SUMO inh = SUMOylation inhibition | HTRF SUMOylation assay, SAE1/SAE2 + UBC9, in vitro | inhibition, % at 35 µM | 290,000 compounds, 0.36% hits | P63279; in the data active means inhibition above about 50%, passing the limit was not always enough; further: strong numbers were not always called active
Target sequence (P63279 whole entry, looked up): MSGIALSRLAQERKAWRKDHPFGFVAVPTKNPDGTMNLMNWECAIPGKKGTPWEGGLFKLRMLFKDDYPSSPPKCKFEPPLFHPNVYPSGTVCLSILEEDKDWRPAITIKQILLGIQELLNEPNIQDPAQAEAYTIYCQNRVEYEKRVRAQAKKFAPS
M18AAP inhibitor = PfM18AAP enzyme inhibition; recombinant PfM18AAP, H-Glu-NHMec fluorogenic cleavage; inhibition, % at 7.35 µM; 290,000 compounds, 1.2% hits; AID 1822;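 active means inhibition above the campaign mean inhibition over all tested compounds plus 3 SD, cut at about 28% in these data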;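 further: 0% = plate median of test compound wells and 100% = 2 mM ZnCl2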
IMP-1 inh = blocks Pseudomonas aeruginosa IMP-1 metallo-beta-lactamase; 290,000 compounds, 0.45% hits; purified IMP-1, nitrocefin hydrolysis, epi-absorbance fluorescence; AID 1556; inhibition, % at 5.6 µM;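 active means inhibition above the mean plus 3 SD of all compounds in the same screening run, cut at about 4.5% in these data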;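 further: 0% = IMP-1 with DMSO and 100% = DMSO wells lacking enzyme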
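System: Purified recombinant IMP-1 metallo-beta-lactamase enzyme | Measured by: Fluorescence quenching readout, ex 480/em 530 nm | Replication: Singlicate | Incubation: 15 min preincubation plus 25 min reaction at 25 °C | Evaluation: Percent inhibition from optical density relative to buffer-blank wells | Benchmarks: DMSO with and without IMP-1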
NALP1 inh = inhibitors of NALP1 inflammasome in yeast | S. cerevisiae NALP1/ASC/caspase-1 growth, X-gal OD620, 72 h | inhibition, % at 10 µM | 280,000 compounds, 0.61% hits | AID 2071; in the data active means inhibition mostly above about 24%, no sharp cut-off; inactive means mostly below about 32%; further: some compounds called inactive have numbers as strong as hits
MEKK2 mut-MEK5 = signal of MEK5 binding to mutant human MEKK2 PB1 domain | bead flow cytometry, Alexa488-MEK5 binding to MEKK2 mutant | percent response, % at 10 µM | 290,000 compounds, 0.35% hits | AID 1530; in the data active means percent response above about 24%, passing the limit was not always enough; further: inactives centre near 1; some results filed as inactive read as strong as hits
* marks the source's active call; other numbers are inactive results; / = no result given.

SMILES	FID counter	MEKK2wt PB1 HTS	NS3 helicase inh	VIM-2 inh	UBC9 SUMO inh	M18AAP inhibitor	IMP-1 inh	NALP1 inh	MEKK2 mut-MEK5
COc1cc(-c2[nH]nc3c2C(c2ccoc2)C(C#N)=C(N)O3)cc(OC)c1OC (centres undefined)	-13	89	-3	-2.0	13	6	0.3	-10	-4
CCC1CCCCN1C(=O)COc1ccc(F)cc1 (centres undefined)	-3	91	12	-4.6	9	-13	-3.9	5	-9
Cc1nc(C)c(-c2csc(Nc3ccccn3)n2)s1	-31	105	-9	-1.0	7	-19	-3.9	2	3
CC(C)[C@H](NC(=O)OC(C)(C)C)C(=O)NCC1CCC(C(=O)N[C@@H](Cc2ccccc2)C(=O)O)CC1 (some centres undefined)	-35	102	17	-1.6	15	9	-0.4	9	3
O=C(NCCOCCOCCNC(=O)c1cccnc1)c1cccnc1	-4	102	-9	-3.1	32	-1	-2.6	27	2
O=C(Nc1ccc(OCC(F)(F)C(F)F)c(C(F)(F)F)c1)c1ccc(Cl)cc1	8	125	-8	-1.1	/	0	-0.8	/	11
C=CCn1c(SCC(=O)c2c(N)n(C)c(=O)n(C)c2=O)nnc1-c1ccncc1	-4	101	-2	-1.2	-6	0	-1.4	32	-3
CN(C)CCNS(=O)(=O)c1ccc(N2CCc3ccccc32)c([N+](=O)[O-])c1	34	116	-38	-1.2	8	-7	-1.7	17	7
Cc1cc(S(=O)(=O)NCc2ccc(N3CCN(C)CC3)cc2)c(C)s1	8	102	-12	-0.5	-4	2	-2.2	16	-1
CC1=C(C(=O)Nc2ccccc2)C(c2cccs2)C(C#N)=C(SCC#N)N1 (centres undefined)	-5	/	5	-2.7	14	-11	-3.4	19	/
CC(Sc1nnc(-c2cccs2)n1-c1ccccc1)C(=O)NCc1ccco1 (centres undefined)	-17	105	1	-2.1	30	4	-2.7	9	4
O=C(CN1CCN(S(=O)(=O)c2ccc(Br)cc2)CC1)N/N=C/c1ccncc1	-25	90	23	-1.2	8	2	-2.8	21	-12
COc1ccc(NC(=S)N2CCN(S(C)(=O)=O)CC2)cc1	-1	98	-9	-0.5	14	-2	-2.4	2	-1
c1cc(Nc2ncnc3sc4c(c23)CCC4)ccn1	-1	108	1	0.8	54*	3	-2.4	9	4
CCn1cc(CCC(=O)NCc2ccc(F)cc2)c2ccccc21	-25	109	-2	-4.6	11	-10	-2.8	-10	5
COc1ccc2c(c1)C(=O)N(c1ccc(C)cc1)C(=O)C2	-4	97	-6	-2.0	2	-4	-1.0	0	3
O=C(c1cc2nc(-c3ccco3)cc(C(F)(F)F)n2n1)N1CCN(c2ccccn2)CC1	-24	103	12	2.4	9	5	-7.7	9	3
COC(=O)c1ccc(/C=C2/SC(=S)N(CCC(=O)N3CCOCC3)C2=O)cc1	-7	101	-2	-1.7	18	-16	0.7	-21	2
O=C(CCn1c(=O)sc2ccccc21)Nc1ccon1	-1	110	3	-1.3	-5	-4	-3.7	14	5
Cc1ccc(S(=O)(=O)NC(C)C(=O)N2CCOCCOCCOCC2)cc1 (centres undefined)	-5	102	4	-2.0	2	-5	-2.8	7	0
Cc1cc2c(cc1S(=O)(=O)NC1CCCCC1C)OCC(=O)N2 (centres undefined)	-8	100	11	0.4	-18	3	-2.5	13	1
Cc1ccc(S(=O)(=O)N2C(=O)[C@@H]3Cc4ccccc4CN3C2=O)cc1	-6	99	10	-3.1	5	0	-3.4	3	-3
OCCNCCCCOc1ccccc1F	7	113	-1	-0.8	2	0	-1.7	/	8
O=C(COc1ccccc1[N+](=O)[O-])N/N=C/c1cccs1	-4	107	-14	-4.9	4	5	-2.1	24	3
CC(C)c1nnc(NC(=O)C2CCN(S(=O)(=O)c3ccc(-n4cnnn4)cc3)CC2)s1	-1	93	-9	-0.8	30	-1	-1.1	-6	-3
FC(F)(F)c1nnc2sc(-c3ccco3)nn12	-18	92	3	-3.5	2	-1	-2.4	26	-4
COc1ccccc1CNC(=O)N[C@@H](Cc1ccccc1)C(=O)O	-10	100	-1	-3.5	-4	-2	-2.0	39	-8
Brc1ccc(-c2csc(N3CCOCC3)n2)cc1	-7	105	-1	-1.9	-4	2	-2.3	0	2
O=c1c2ccccc2nnn1CSc1nc2ccccc2c(=O)n1CCCO	-22	96	-7	0.0	0	-6	-1.4	-7	-2
Cc1cc(=O)oc2cc(OCC(=O)Nc3ccccc3C(N)=O)c(Cl)cc12	-17	98	4	-2.5	-7	-2	-5.7	1	2

Looked up by structure from above, two records:
SMILES	FID counter	MEKK2wt PB1 HTS	NS3 helicase inh	VIM-2 inh	UBC9 SUMO inh	M18AAP inhibitor	IMP-1 inh	NALP1 inh	MEKK2 mut-MEK5
Cc1cc(=O)oc2cc(OCC(=O)Nc3ccccc3C(N)=O)c(Cl)cc12	-17	98	4	-2.5	-7	-2	-5.7	1	2
Cc1ccc(S(=O)(=O)N2C(=O)[C@@H]3Cc4ccccc4CN3C2=O)cc1	-6	99	10	-3.1	5	0	-3.4	3	-3

Next part
SMILES	FID counter	MEKK2wt PB1 HTS	NS3 helicase inh	VIM-2 inh	UBC9 SUMO inh	M18AAP inhibitor	IMP-1 inh	NALP1 inh	MEKK2 mut-MEK5
Cc1ccc(C(=O)CSc2nnc(-c3ccco3)n2Cc2ccccc2)cc1	-22	99	-8	-1.4	31	1	-4.0	9	2
Cc1ccc(C)c(N(CC(=O)Nc2ccccc2C(=O)NCc2ccco2)S(=O)(=O)c2ccccc2)c1	-22	96	5	-3.3	-10	-3	-5.0	26	1
Cc1ccc(OCC(=O)NNC(=S)NCc2ccccc2)cc1	-5	101	4	-3.9	-13	1	-4.7	-5	5
O=C(O)C1CCCCN1S(=O)(=O)c1ccc(Cl)s1 (centres undefined)	-4	98	-2	-3.5	13	-8	0.2	-9	0
COC(=O)c1nnn(CC(=O)Nc2ccc(C)c(F)c2)c1C(=O)OC	1	97	6	-3.6	6	-16	-3.8	6	-1
CN(CCO)C(=O)C(c1ccccc1)c1ccccc1	-2	94	-2	-1.9	5	1	-2.6	0	-3
CC1(C)CC(=O)C2=C(C1)N1CCCCC1CC2=O (centres undefined)	-5	74	-10	0.0	-19	-4	0.6	22	-9
CCOC(=O)C1(Cc2ccccc2)CCCN(CCCn2cccn2)C1 (centres undefined)	2	98	-12	-0.2	1	-8	-3.8	9	-9
COc1ccc(CCN2C(=O)CC(N3CCC(C(N)=O)CC3)C2=O)cc1OC (centres undefined)	0	93	-2	-0.1	6	-32	-0.9	/	-6
Clc1cccc(-c2ccc(CNCc3ccccn3)o2)c1	6	115	9	11*	5	-46	-6.3	-3	22

15 entries from above in a different format:
mol | FID counter | MEKK2wt PB1 HTS | NS3 helicase inh | VIM-2 inh | UBC9 SUMO inh | M18AAP inhibitor | IMP-1 inh | NALP1 inh | MEKK2 mut-MEK5
CC(C)c1nnc(NC(=O)C2CCN(S(=O)(=O)c3ccc(-n4cnnn4)cc3)CC2)s1 | -1 | 93 | -9 | -0.8 | 30 | -1 | -1.1 | -6 | -3
FC(F)(F)c1nnc2sc(-c3ccco3)nn12 | -18 | 92 | 3 | -3.5 | 2 | -1 | -2.4 | 26 | -4
COc1ccccc1CNC(=O)N[C@@H](Cc1ccccc1)C(=O)O | -10 | 100 | -1 | -3.5 | -4 | -2 | -2.0 | 39 | -8
Brc1ccc(-c2csc(N3CCOCC3)n2)cc1 | -7 | 105 | -1 | -1.9 | -4 | 2 | -2.3 | 0 | 2
O=c1c2ccccc2nnn1CSc1nc2ccccc2c(=O)n1CCCO | -22 | 96 | -7 | 0.0 | 0 | -6 | -1.4 | -7 | -2
Cc1cc(=O)oc2cc(OCC(=O)Nc3ccccc3C(N)=O)c(Cl)cc12 | -17 | 98 | 4 | -2.5 | -7 | -2 | -5.7 | 1 | 2
Cc1ccc(C(=O)CSc2nnc(-c3ccco3)n2Cc2ccccc2)cc1 | -22 | 99 | -8 | -1.4 | 31 | 1 | -4.0 | 9 | 2
Cc1ccc(C)c(N(CC(=O)Nc2ccccc2C(=O)NCc2ccco2)S(=O)(=O)c2ccccc2)c1 | -22 | 96 | 5 | -3.3 | -10 | -3 | -5.0 | 26 | 1
Cc1ccc(OCC(=O)NNC(=S)NCc2ccccc2)cc1 | -5 | 101 | 4 | -3.9 | -13 | 1 | -4.7 | -5 | 5
O=C(O)C1CCCCN1S(=O)(=O)c1ccc(Cl)s1 (centres undefined) | -4 | 98 | -2 | -3.5 | 13 | -8 | 0.2 | -9 | 0
COC(=O)c1nnn(CC(=O)Nc2ccc(C)c(F)c2)c1C(=O)OC | 1 | 97 | 6 | -3.6 | 6 | -16 | -3.8 | 6 | -1
CN(CCO)C(=O)C(c1ccccc1)c1ccccc1 | -2 | 94 | -2 | -1.9 | 5 | 1 | -2.6 | 0 | -3
CC1(C)CC(=O)C2=C(C1)N1CCCCC1CC2=O (centres undefined) | -5 | 74 | -10 | 0.0 | -19 | -4 | 0.6 | 22 | -9
CCOC(=O)C1(Cc2ccccc2)CCCN(CCCn2cccn2)C1 (centres undefined) | 2 | 98 | -12 | -0.2 | 1 | -8 | -3.8 | 9 | -9
COc1ccc(CCN2C(=O)CC(N3CCC(C(N)=O)CC3)C2=O)cc1OC (centres undefined) | 0 | 93 | -2 | -0.1 | 6 | -32 | -0.9 | / | -6

Next section.
SMILES	FID counter	MEKK2wt PB1 HTS	NS3 helicase inh	VIM-2 inh	UBC9 SUMO inh	M18AAP inhibitor	IMP-1 inh	NALP1 inh	MEKK2 mut-MEK5
COc1cccc(NC(=O)c2cc3c(=O)n4ccccc4nc3n(CC(C)C)c2=N)c1	-5	106	-12	-3.0	5	0	-1.9	3	-1
COc1ccc(NS(=O)(=O)c2ccc3c(c2)N(C(C)=O)CC(C)S3)c(OC)c1 (centres undefined)	-31	101	-10	-3.5	8	5	-4.2	16	3
CC1=NCCN1S(=O)(=O)c1cccc([N+](=O)[O-])c1	1	109	5	-2.4	15	8	-3.1	14	10
O=C(Nc1ccc2c(c1)OCCO2)c1cnc2n(c1=O)CCS2	1	111	4	-3.0	10	6	-1.4	30	3
Cc1c(CC(=O)NCC(=O)NCC(=O)O)c(=O)oc2cc3oc4c(c3cc12)CCCC4	-37	104	9	-0.2	7	12	-1.8	16	1
CS(=O)(=O)N(CC(=O)Nc1ccc2c(c1)OCO2)c1ccc(Cl)cc1	-10	98	-7	-1.3	3	-1	-3.4	4	-1
Cc1sc2ncnc(N3CCN(c4ncccn4)CC3)c2c1C	-20	/	1	0.2	-7	3	-2.0	2	/
CC(C)C(NS(=O)(=O)c1ccc2c(c1)C(C)(C)C(=O)N2C)C(=O)NCc1ccccc1Cl (centres undefined)	-35	102	11	2.8	-2	-4	0.6	21	-1
Cc1cc(C)nc(CCNC(=O)CC2C(=O)NCCN2Cc2ccc(F)cc2Cl)n1 (centres undefined)	-16	102	1	0.0	0	-1	-2.6	5	0
Cc1[nH]n(-c2ccccc2)c(=O)c1C=NCc1ccncc1	-4	106	-5	-1.5	16	0	-2.1	21	6
CCOC(=O)c1nc(Nc2ccccc2)c2ccccc2n1	-13	109	20	2.0	19	10	-0.4	4	6
CCN(CC(=O)Nc1ccc2c(c1)OCCO2)Cc1cc(=O)oc2c(C)c(C)ccc12	-32	98	0	0.0	6	6	-2.4	6	3

Screening results from PubChem.
